Luciferase inh: inhibitors of firefly (Photinus pyralis) luciferase; P08659; purified P. pyralis luciferase, luminescence, biochemical; Potency, µM (top dose mostly 115 µM), for inactives: at the highest dose activity change, negative = inhibition, actives largely listed as inhibitors; actives 2.5% (n = 76,000); also: potency is read from the fitted curve at half-maximal effect; nearly all actives have a fitted effect of over 65% in size
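Luminescence read by CCD imager after adding enzyme (10nM final) to wells holding compound, titrated in qHTS. Substrates 10uM each D-luciferin and ATP; buffer 50mM Tris acetate pH 7.5, 10mM Mg acetate, Tween-20, BSA.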
HEK cytotox: cytotoxic compounds in HEK 293 cells | HEK 293 viability, ATP luminescence (CellTiter-Glo), 48-72 h | Potency, µM (doses to about 115 µM), for inactives: at the top dose activity change, negative = cytotoxicity, actives largely listed as inhibitors | actives 6.6% (n = 94,000); also: potency is read from the fitted curve at half-maximal effect; nearly all actives have a fitted effect of over 60% in size
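250 HEK 293 cells/well; compound by pintool; incubated 48 or 72 hr at 37 degree Celsius; CellTiter-Glo added, 10 min RT, luminescence imaged.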
SNCA viab count: reduces viability of HEK-293 SNCA reporter cells. HEK-293-SNCA-luc viability, GF-AFC fluorescence, 24 h. Potency, µM (top dose mostly 57.1 µM), without a hit: at the highest dose activity change, negative = cytotoxicity, usual class: cytotoxic. actives 0.12% (n = 150,000). AID 1671193;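 also: potency is read from the fitted curve at half-maximal effect; 0% = DMSO-treated cells and -100% = medium-only wells without cells; nearly all actives have a fitted effect of over 30% in size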
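HEK-293-SNCA-luc cells (1500/well) plated 24 h, then exposed 24 h to a dilution series; GF-AFC added 30 min at 37C, fluorescence 405/540 nm; normalised to medium-only and DMSO wells, Hill fit.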
IP6K1 inhibitor: IP6K1 kinase inhibition. Q92551. IP6K1 kinase, ADP-Glo luminescence, 2 h; active compounds read low. activity change, % (series mostly up to about 58 µM). actives 0.81% (n = 140,000). AID 1645851; in the data active = activity change below about -25%
Target sequence (Q92551 whole entry, looked up): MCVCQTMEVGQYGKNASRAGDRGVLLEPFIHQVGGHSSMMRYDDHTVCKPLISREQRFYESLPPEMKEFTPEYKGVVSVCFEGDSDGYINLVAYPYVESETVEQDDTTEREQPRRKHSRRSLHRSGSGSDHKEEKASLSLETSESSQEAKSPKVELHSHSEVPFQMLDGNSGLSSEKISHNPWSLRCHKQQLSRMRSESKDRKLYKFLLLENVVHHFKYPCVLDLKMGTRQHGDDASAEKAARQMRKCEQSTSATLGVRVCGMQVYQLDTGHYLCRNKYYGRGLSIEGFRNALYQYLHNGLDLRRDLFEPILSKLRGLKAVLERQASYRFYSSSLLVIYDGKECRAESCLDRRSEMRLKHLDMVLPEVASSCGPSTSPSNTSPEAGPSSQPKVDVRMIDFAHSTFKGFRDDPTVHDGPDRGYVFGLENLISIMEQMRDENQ
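ADP-Glo luminescence measures ADP made by human IP6K1 during a 2 h RT reaction with ATP/IP6 (mix at 1.3 mM/130 uM); top library doses 57.5 and 19.1 uM final.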
3T3 cytotox: kills NIH 3T3 cells; NIH 3T3 viability, CellTiter-Glo ATP luminescence, 48-72 h; Potency, µM (doses to about 96.7 µM), inactives show top-dose activity change, negative = cytotoxicity, hits mostly inhibitors; actives 4.3% (n = 94,000); AID 1345082; also: potency is read from the fitted curve at half-maximal effect; nearly all actives have a fitted effect of over 55% in size
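Viability of NIH 3T3 cells after 48 or 72 hr compound treatment at 37 °C was assessed by CellTiter-Glo, with luminescence imaged following a 10 min room-temperature step.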
GPT2 inhibitor: inhibitors of human GPT2 alanine aminotransferase. Recombinant GPT2, coupled pyruvate oxidase/HRP Amplex Red fluorescence. Potency, µM (highest dose often 57.7 µM), inactives show at the top dose activity change, negative = inhibition, hits mostly inhibitors. actives 0.25% (n = 100,000). AID 1671188; also: potency is read from the fitted curve at half-maximal effect; nearly all actives have a fitted effect of over 60% in size; many of its hits are not listed in these tables
Target sequence (Q8TD30 whole entry, looked up): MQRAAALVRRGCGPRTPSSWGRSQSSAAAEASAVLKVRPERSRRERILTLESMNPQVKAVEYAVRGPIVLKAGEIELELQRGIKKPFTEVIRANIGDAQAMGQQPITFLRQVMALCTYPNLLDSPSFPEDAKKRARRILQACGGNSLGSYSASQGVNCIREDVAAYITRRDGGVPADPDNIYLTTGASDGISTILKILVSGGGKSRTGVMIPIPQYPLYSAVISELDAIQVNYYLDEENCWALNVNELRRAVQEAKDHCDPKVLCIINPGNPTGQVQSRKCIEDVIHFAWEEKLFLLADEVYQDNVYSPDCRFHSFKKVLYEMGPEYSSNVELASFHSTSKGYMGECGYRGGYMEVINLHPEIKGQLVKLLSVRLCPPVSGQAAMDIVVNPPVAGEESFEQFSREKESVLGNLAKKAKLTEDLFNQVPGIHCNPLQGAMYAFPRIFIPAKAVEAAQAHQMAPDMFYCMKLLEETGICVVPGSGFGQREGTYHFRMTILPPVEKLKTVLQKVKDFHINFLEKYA
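Recombinant GPT2 (10ng/uL) with 250uM a-KG and 2mM L-alanine, 30 min at room temperature, in HEPES pH 7.5 buffer. Pyruvate detected by pyruvate oxidase/HRP/Amplex Red fluorescence after 30 min in the dark; AOA (50uM) as positive control.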
SNCA expr inhib: inhibitors of alpha-synuclein (SNCA) gene expression; HEK-293 SNCA-luciferase knock-in, luminescence, 24 h; actives 0.17% (n = 140,000); Potency, µM (top dose mostly 57.2 µM), for the others: top-dose activity change, negative = inhibition, hits mostly inhibitors;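 also: potency is read from the fitted curve at half-maximal effect; plate controls were DMSO cells for no effect and cell-free wells for full effect; nearly all actives have a fitted effect of over 45% in size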
* hit, by the source's call; i = inactive; ? = inconclusive; nt = no result given; & = joins results of further samples; ! = a repeat was not active; [ ] = remark or other dose. Unless noted, calls follow the shape of the dose curve; as a rule, active = well fitted curve in the direction sought with a large enough effect; inconclusive = small, poorly fitted or top-dose-only effect, or another doubt; inactive = no such curve, though single readings can be large; an effect the other way counts as inactive or inconclusive. Unless noted, % is scaled to controls: 0 for no effect and ±100 for the full control effect.

SMILES	Luciferase inh	HEK cytotox	SNCA viab count	IP6K1 inhibitor	3T3 cytotox	GPT2 inhibitor	SNCA expr inhib
CCOC(=O)N[C@@H]1CC[C@@H]2[C@@H](C1)C[C@H]1C(=O)O[C@H](C)[C@H]1[C@@H]2C=Cc1ccc(-c2cccc(F)c2)cn1	nt	nt	-3%	nt	nt	-13%	?
CN(C)CCC(=O)N1Cc2ccccc2CC2(CCCN2C)C1 (configuration not stated)	nt	-6%	-12%	-8	-4%	3%	10%
CS(=O)(=O)c1ccc(Oc2cc(F)cc(C#N)c2)c2c1[C@H](O)C(F)(F)C2	nt	nt	0%	nt	nt	1%	-7%
O=C(Cc1cccnc1)N1CCC2(CC1)CN(Cc1ccccc1)CC2CO (configuration not stated)	-1%	?	-6%	11	-9%	1%	2%
O=C(Nc1cc(C2CC2)nn1-c1ccccc1)c1ccc(Cl)cc1	nt	-20%	-2%	-6	-26%	0%	5%
O=C1Nc2ccccc2O[C@H]2C[C@@H]1N(Cc1ccnc3ccccc13)C2	9%[172 µM]	-9%[172 µM]	-1%[87.6 µM]	-2	?	3%[88.5 µM]	-19%[87.6 µM]
O=C1CCN(Cc2ccc(F)cc2F)CCCOCCN1	-8%	-6%	8%	5	-15%	1%	6%
CCN(C1CCOCC1)C1CN(C(=O)C(C)C)C1	1%	1%	0%	-5	-1%	i	-15%
Cc1ccc(C)c(Cn2c(=O)n(Cc3ccccc3)c(=O)c3sc4ccccc4c32)c1	nt	nt	-12%	-14	nt	nt	-7%
CC(C)(C)C1CCC2(CC1)NC(=O)N(CC(=O)N1CCN(c3ccccc3)CC1)C2=O (configuration not stated)	1%	-23%	4%	-6	-13%	1%	3%
CC(C)Oc1ccc2c(NC(=O)C3CCOCC3)nn(CC(F)(F)F)c2c1	0%	i	3%	14	1%	-17%	-24%
Cc1ccc(-c2noc([C@@H]3C[C@@H](O)CN3Cc3nc4ccccc4n3C)n2)cc1F	8%[172 µM]	-7%[172 µM]	4%[87.6 µM]	13	-28%[174 µM]	2%[88.5 µM]	127%[activator][87.6 µM]
Cc1cccc(NC(=O)C23CCC=C2N(C2CCCC2)C(=O)CC3)c1 (configuration not stated)	nt	?	-11%	4	-18%	i	15%
COc1cc(C(=O)NCC(c2cccnc2)N2CCc3ccccc3C2)cc(OC)c1OC (configuration not stated)	nt	nt	0%	9	nt	nt	13%
Cc1nccc(-c2ccccc2)c1C(=O)N1CCCC[C@H](N(C)C)C1	-8%	-20%	9%	0	-18%	1%	-13%
COCCn1c(=N)c(C(=O)NC2CCCC2)cc2c(=O)n3cc(C)ccc3nc21	nt	nt	?	28	nt	nt	28%
Oc1ccccc1CN1CCNc2cc(Nc3cccnc3)ncc2C1	?	63µM*	-14%[87.6 µM]	-22	?	1%[88.5 µM]	15%[87.6 µM]
Cc1cc(C)nc(CNC(=O)c2cccc(CCC(C)(C)O)c2)n1	8%	-2%	-1%	-5	1%	i	-11%
O=C(NCCc1ccc(Cl)cc1)c1nc(-c2ccsc2)c2ccccn12	-9%	-10%	4%	14	-20%	4%	14%
O=C(N[C@@H]1CN(C(=O)c2ccc3nc[nH]c3c2)CC[C@@H]1CO)C1CC1	?	-4%	-19%[12.5 µM]	12	-10%	3%	112%[activator]
NC(CN1CCCC1)C1CCCCC1 (configuration not stated)	nt	3%[230 µM]	-9%[87.6 µM]	32	3%[174 µM]	i	15%[87.6 µM]
Cc1ccc(C)c(N2CCN(C(=O)NCc3noc4ccccc34)CC2)c1	nt	nt	3%	-2	nt	nt	-11%
O=C(N[C@@H]1CCOC[C@H]1OCc1cscn1)c1ccc(Cl)s1	-1%	-18%	-4%	-1	-22%	-8%[11.5 µM]	3%
Cc1ccc(-c2nc(-c3nnn4c3COC(c3ccc(Cl)cc3)C4)no2)cc1F (configuration not stated)	0%	4%	0%	9	i	i	20%
COc1cccc(NC(=O)N[C@H]2[C@H](O)[C@@H](Oc3ccccc3)[C@@H]3OC[C@H]2O3)c1	8%[172 µM]	-7%[172 µM]	-4%[87.6 µM]	10	-28%[174 µM]	-2%[88.5 µM]	-11%[87.6 µM]

The last 4 compounds of the section above are carried over, then new ones follow.
SMILES	Luciferase inh	HEK cytotox	SNCA viab count	IP6K1 inhibitor	3T3 cytotox	GPT2 inhibitor	SNCA expr inhib
Cc1ccc(C)c(N2CCN(C(=O)NCc3noc4ccccc34)CC2)c1	nt	nt	3%	-2	nt	nt	-11%
O=C(N[C@@H]1CCOC[C@H]1OCc1cscn1)c1ccc(Cl)s1	-1%	-18%	-4%	-1	-22%	-8%[11.5 µM]	3%
Cc1ccc(-c2nc(-c3nnn4c3COC(c3ccc(Cl)cc3)C4)no2)cc1F (configuration not stated)	0%	4%	0%	9	i	i	20%
COc1cccc(NC(=O)N[C@H]2[C@H](O)[C@@H](Oc3ccccc3)[C@@H]3OC[C@H]2O3)c1	8%[172 µM]	-7%[172 µM]	-4%[87.6 µM]	10	-28%[174 µM]	-2%[88.5 µM]	-11%[87.6 µM]
COc1ccc(-n2c(SCc3ccccc3F)nc3c([nH]c4ccccc43)c2=O)cc1OC	nt	nt	-8%	-15	nt	nt	-17%
O=C(NCC1Cn2cccc2C(=O)N1Cc1ccccc1)NC1CCCC1 (configuration not stated)	-5%	-27%	-9%	-2	-13%	-14%	-21%
Cc1ccc(NC(=O)NCC2CCCN(Cc3ccncc3)C2)cc1 (configuration not stated)	-14%	-12%	5%	-1	1%	-7%	-22%
Cc1ccc(C)c(N2CCN(S(=O)(=O)c3ccc(-c4cnc(C5CC5)o4)cc3)CC2)c1	nt	nt	-12%	-14	nt	nt	11%
Fc1ccc(OC2CN(CC3CC3)C2)cc1F	nt	-5%[230 µM]	-4%[87.6 µM]	-4	-11%[174 µM]	?	1%[87.6 µM]
O=Nc1c(-c2c(O)[nH]c3cc(Br)ccc23)[nH]c2ccccc12	nt	nt	25µM*!	nt	nt	-4%&4%	-5%&39%
Cc1ccc(CC(=O)N2CCC3(CC2)N=C(c2ccc(C)cc2)NO3)cc1	-12%	-6%	-8%	14	-21%	i	-3%
O=C(c1ccc(CN2C(=O)NC3(CCS(=O)(=O)CC3)C2=O)cc1)N1CCCCC1	-17%	5%	2%	6	i	1%	121%[activator]
CCS(=O)(=O)c1cccc(-c2cc(C(=O)NC3CCN(C)CC3)c(C)c3[nH]c4ncc(C)cc4c23)c1	nt	nt	?	4	nt	-3%[27.3 µM]	?
Clc1ccc(-c2nnn3c2nc(N2CCCCC2)c2ccccc23)cc1	nt	nt	-3%	-16	nt	nt	45%[activator]
CCc1ccc(CSc2nc(-c3ccccc3OC)nc3c2Cc2c(CO)cnc(C)c2O3)cc1	nt	nt	6%	20	nt	nt	15%
COc1ccccc1C(=O)NCC(c1ccc(N(C)C)cc1)N1CCc2ccccc21 (configuration not stated)	nt	nt	-4%	-10	nt	nt	46%[activator]
N#Cc1ccc(-c2cccs2)nc1SCc1ccc(Br)cc1	nt	nt	17%	2	nt	nt	31%[activator]
Cc1ccc(-c2nnc3ccc(NC4CCCCC4)nn23)nc1	-1%[172 µM]	71µM*	-1%[87.6 µM]	-8	?	-5%[88.5 µM]	-15%[87.6 µM]
CCC(=O)N1CCc2cc(S(=O)(=O)Nc3cc(C)ccc3OC)ccc21	nt	nt	4%	-4	nt	nt	-3%
Cc1ccsc1CN1CCC(n2c(C)cnc2-c2ccncc2)C1 (configuration not stated)	nt	?	12%	-1	?	i	-15%
N#C/C(=C\c1ccc(O)c(O)c1)C(=O)NCCCc1ccccc1	nt	nt	-10%	nt	nt	?	2%
COc1ccc(CN2C[C@H](O)C[C@H]2c2nc(-c3ccc(OC)cc3)no2)cc1	11µM*	?	-5%[87.6 µM]	13	-30%[174 µM]	1%[88.5 µM]	83%[activator][87.6 µM]
COc1ccc(-c2cccc(C(=O)N3CCC(C#N)CC3)c2)nn1	nt	?	nt	14	-8%	nt	nt
CCN(c1ccccc1)S(=O)(=O)c1nnc(NC(=O)c2ccccc2OC)s1	nt	nt	-3%	1	nt	nt	?
COc1cccc(-c2cccc(CN3CCCC3C(=O)N(C)C)c2)c1 (configuration not stated)	nt	?	1%[87.6 µM]	1	?	i	65%[activator][87.6 µM]
CCn1cc2c3c(cccc31)CN(C(=O)Cc1ccc(F)cc1)CC2	0%	?	5%	23	?	i	-24%
Cc1cc(C)n2nc(SCC(=O)Nc3cc(Cl)ccc3C)nc2n1	nt	nt	14%	17	nt	nt	-5%
CCc1ccc(-n2nc(C)c3c(C)cc(=O)n(CC(=O)NCc4ccc(C)cc4)c32)cc1	nt	nt	0%	8	nt	nt	-24%
O=C1CCC2(CCN(C/C=C/c3ccccc3)CC2)CN1CCCn1ccnc1	2%	?	-10%	32	?	-21%	2%

(continued)
SMILES	Luciferase inh	HEK cytotox	SNCA viab count	IP6K1 inhibitor	3T3 cytotox	GPT2 inhibitor	SNCA expr inhib
Cc1ccc(-c2ccc3nnc(CNC(=O)C(C)c4ccccc4)n3n2)cc1 (configuration not stated)	-1%	-8%	0%	-19	-26%	2%	7%
CN(C)c1ccc(CN(CC2CCCO2)C(=O)COc2ccc(Cl)cc2)cc1 (configuration not stated)	nt	nt	?	6	nt	nt	8%
O=C(NCc1ccccn1)c1ccc(Cn2ccn3nc4c(c3c2=O)CCCC4)cc1	-3%	?	3%	12	?	-1%	3%
O=S(=O)(c1ccc(Cl)cc1)c1nc(-c2ccco2)oc1SCc1ccc(F)cc1	nt	nt	3%	-11	nt	nt	-21%
O=C1CCCCCN1C1CCN(Cc2ccccn2)CC1	-7%[172 µM]	-29%[172 µM]	0%[87.6 µM]	6	-24%[138 µM]	3%[88.5 µM]	-11%[87.6 µM]
CC1=NOC2(CCN([S+](=O)([O-])c3cccc(C(F)(F)F)c3)C2)C1 (configuration not stated)	-1%[172 µM]	4%[172 µM]	8%[87.6 µM]	5	-23%[138 µM]	-5%[88.5 µM]	-2%[87.6 µM]
O=C(NCc1cccc(Cl)c1)C1CCc2nnc(C3CCN([S+](=O)([O-])c4ccccc4Cl)CC3)n21 (configuration not stated)	nt	?	-4%	2	?	i	-30%
CC(=O)N1CCC(N2C[C@H](O)C[C@H]2c2nc(-c3cnccn3)no2)CC1	-6%[172 µM]	-12%[172 µM]	0%[87.6 µM]	33	0%[174 µM]	-13%[88.5 µM]	14%[87.6 µM]
COc1cccc(CN2CCCC3(CCN(c4nc5ccccc5o4)C3)C2=O)c1 (configuration not stated)	?	?	5%	-14	?	?	39%[activator]
COCc1nn(CC(=O)N2CCc3sccc3C2)c(=O)n1-c1ccccc1	8%	-12%	5%	8	-3%	0%	-11%

Some entries already given, showing only HEK cytotox, SNCA viab count and 3T3 cytotox:
mol | HEK cytotox | SNCA viab count | 3T3 cytotox
O=C(NCc1cccc(Cl)c1)C1CCc2nnc(C3CCN([S+](=O)([O-])c4ccccc4Cl)CC3)n21 (configuration not stated) | ? | -4% | ?
CC(=O)N1CCC(N2C[C@H](O)C[C@H]2c2nc(-c3cnccn3)no2)CC1 | -12%[172 µM] | 0%[87.6 µM] | 0%[174 µM]

High-throughput results: PubChem BioAssay, National Center for Advancing Translational Sciences (NCATS)
